Bioassay records (PubChem BioAssay)
BL2 CD40 inh: CD40 pathway inhibition in BL2 cells. BL2 NF-kB luciferase reporter, CD40L-induced, 4 h. inhibition, % at 10 µM. hit rate 0.94% among 83,000;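 active = mean inhibition of at least 50% with a set share of replicates also reaching that level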;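 note: 0% = neutral control wells and 100% = IKK inhibitor VII at 50 µM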
* marks the source's active call; other numbers are inactive results; & = joins results of further samples; [ ] = another dose, or the depositor's remark.

BL2 CD40 inh | compound
0 | O=S(=O)(Cc1ccccc1)NCCc1ccc(F)cc1
-5 | O=C(C[C@@H]1C=C[C@H](NC(=O)NC2CCCC2)[C@@H](CO)O1)NCc1ccc(F)cc1
-71 | COc1ccccc1CC(=O)NCc1csc(-c2cccs2)n1
6 | CCOC(=O)N1CCC(NC(=O)CCCN2C(=O)CSc3ncccc32)CC1
-1 | COC(=O)[C@H](CCSC)NC(=O)Nc1ccc(C)cc1C
2 | CC1CCCN1c1ccnc2cc(Cl)ccc12 (configuration not stated)
6 | Cc1cc(C(=O)OCC(=O)NC2CCCC2)c2ccccc2n1
2 | COc1ccc(COC(=O)C2CC(=O)N(Cc3ccccc3)C2)cc1 (configuration not stated)
-1 | Cc1cccc(C)c1NC(=O)Cn1nnc(-c2ccc(CN3CCC(C)CC3)cc2)n1
13 | CC(=O)N1CCN(C(=O)c2ccc(NS(=O)(=O)c3ccc(Cl)c(Cl)c3)cc2)CC1
9 | CC1CCCC(NC(=O)CSc2cccc[n+]2[O-])C1C (configuration not stated)
9[25 µM] | O=C(Cc1cccnc1)N1CC(=O)N2[C@H](C1)[C@H](c1ccc(/C=C/c3ccccc3)cc1)[C@@H]2CO

Given with each value named: entries from further up.
COc1ccc(COC(=O)C2CC(=O)N(Cc3ccccc3)C2)cc1 (configuration not stated)
  BL2 CD40 inh: 2

CC1CCCN1c1ccnc2cc(Cl)ccc12 (configuration not stated)
  BL2 CD40 inh: 2

Cc1cccc(C)c1NC(=O)Cn1nnc(-c2ccc(CN3CCC(C)CC3)cc2)n1
  BL2 CD40 inh: -1

CC1CCCC(NC(=O)CSc2cccc[n+]2[O-])C1C (configuration not stated)
  BL2 CD40 inh: 9

Following part:
BL2 CD40 inh | compound
35 | O=C(c1cnc2ccc3ccccc3c2c1)c1cc(F)ccc1O
3 | Cn1nccc1C(=O)Nc1cccc(S(=O)(=O)N2CCOCC2)c1
-19 | Fc1ccccc1CNc1ccc(Cl)cc1
3[25 µM] | CO[C@@H]1CN(C)C(=O)c2ccc(NC(=O)c3ccno3)cc2OC[C@@H](C)N(S(C)(=O)=O)C[C@@H]1C
-1 | COc1ccc(NC(=O)CN(C)C(=O)CSc2ccc(Br)cc2)cc1
-6 | CN(C)c1nc(Cl)cc(N2CCOCC2)n1
5 | C=CCNC(=O)NC(=O)CSc1nnc(C(F)(F)F)n1C
1 | O=C(Cc1cccs1)Nc1ccc(F)c(S(=O)(=O)N2CCOCC2)c1
6 | C=CCNC(=O)C(=O)NCC1CCCN1CC (configuration not stated)
-4 | C/C(=N\NC(=O)c1cccc(S(=O)(=O)Nc2ccc(C)cc2C)c1)c1ccncc1
-9 | Cc1ccc(N2C(=O)N(CC(=O)Nc3c(C)cc(C)cc3Cl)C(=O)C2C)cc1 (configuration not stated)
-4 | C[C@H](CO)N1C[C@H](C)[C@@H](CN(C)C(=O)Nc2ccc(F)cc2)Oc2c(NC(=O)Nc3ccc(F)cc3)cccc2C1=O
-39 | COC(=O)c1c(NC(=O)C2CC2)sc(C(=O)Nc2ccccc2)c1C
2 | Cc1ccccc1OCCSc1nc2ncnc(N)c2[nH]1
0[25 µM] | COc1ccc(S(=O)(=O)Nc2cccc3c2O[C@@H](CN(C)CC2CCCCC2)[C@@H](C)CN([C@@H](C)CO)C3=O)cc1
2 | CN(Cc1cn(C)nc1-c1cccc(Cl)c1)C1CCOCC1
7 | O=C(COC(=O)c1cc(Br)ccc1O)Nc1cccnc1Cl
7 | Cc1ccc(C)c(OCCC(=O)OCC(=O)NNC(=O)c2ccccc2)c1
-21 | O=C(c1cc(-c2ccccc2)on1)N1CCN(C(=O)c2ccco2)CC1
11 | Cc1ccc(S(=O)(=O)N2CCCC2)s1
-14[25 µM] | COc1cccc(-c2ccc3c(c2)[C@H]2[C@H](CCN2C(=O)C2CCCCC2)[C@H](CO)N3)c1
-8 | O=S(=O)(Cc1ccco1)Cc1nc(-c2ccc(Cl)cc2)cs1
6 | COc1ccc(CCNC(=O)[C@@H]2C[C@H]2c2ccccc2)cc1OC
2 | O=C(NCc1ccco1)C1CC(c2ccc(Cl)c(Cl)c2)=NO1 (configuration not stated)
6 | NC(=O)CN(C/C=C/c1ccccc1)C/C=C/c1ccccc1
-12 | N=c1n(CCN2CCOCC2)c2ccccc2n1CC(=O)c1ccc(Cl)c(Cl)c1
11 | COC(=O)c1cc2c(C(F)(F)F)nn(C)c2s1
-11 | O=S(=O)(NCc1csc(-c2cccnc2)n1)c1cccs1
15 | Cn1c(SCc2ccc(C(C)(C)C)cc2)nnc1C1COc2ccccc2O1 (configuration not stated)
-16[25 µM] | N#C[C@H]1[C@H](c2ccccc2C2=CCCCC2)[C@@H](CO)N1C(=O)C1CCOCC1
-49 | CCn1nnc2cc(C(=O)Nc3cc(OC)cc(OC)c3)ccc21
8[25 µM] | C[C@H](CO)N1C[C@H](C)[C@H](CN(C)Cc2ccccc2)OCc2cn(nn2)CCCC1=O
27 | Cc1nc(N)sc1-c1csc(N(C)c2ccc(O)cc2)n1
0 | CCCn1c(N)c(C(=O)CSc2nnc3n2CCCCC3)c(=O)[nH]c1=O
3 | CCO/C([O-])=N/c1c[n+](N2CCOCC2)no1
-100 | COCCn1c(SCc2nc3ccccc3s2)nc2ccccc21
-4 | CO[C@@H]1CN(C)C(=O)c2cc(NC(=O)C3CC3)ccc2OC[C@H](C)N(C(=O)C2CCOCC2)C[C@@H]1C
3 | C[C@@H]1CN(C)C(=O)c2cc(N(C)C)ccc2O[C@@H]1CN(C)C
3 | CC1C(=O)N2CCCc3cc(NC(=O)c4ccccc4Br)cc1c32 (configuration not stated)
-4 | CC(C)(C)c1ccc(C(=O)N2CCCC2c2cccs2)cc1 (configuration not stated)
12 | CCOC(=O)c1c(C)oc(NC(=O)CCl)c1C(=O)OCC
-45 | O=C(c1cnn2cccnc12)N1CCN(c2ccccc2)CC1
-10 | CCC(=O)OCC(=O)Nc1ccc2c(c1)OCO2
-9 | COc1ccc(CNn2c(-c3cccc(C)c3)nc3ccccc3c2=O)cc1OC
-16 | COc1cc(C(=O)OCC(=O)Nc2cccc(S(=O)(=O)N3CCCC3)c2)ccc1OCC(C)C
-11 | CC(=O)N(C)C[C@@H]1OCc2ccccc2-c2c(n(C)c3ccccc23)C(=O)N([C@H](C)CO)C[C@@H]1C
1 | CC(=O)c1ccccc1C(=O)N1CCCC(N2CCN(Cc3ccc4c(c3)OCO4)CC2)C1 (configuration not stated)
-9[25 µM] | C[C@@H]1CCCCO[C@H](CN(C)C(=O)CCC(F)(F)F)[C@H](C)CN([C@H](C)CO)C(=O)c2cc(NC(=O)C3CCCCC3)ccc2O1

Quoted from the listing, 6 compounds:
BL2 CD40 inh | compound
-4 | CO[C@@H]1CN(C)C(=O)c2cc(NC(=O)C3CC3)ccc2OC[C@H](C)N(C(=O)C2CCOCC2)C[C@@H]1C
3 | C[C@@H]1CN(C)C(=O)c2cc(N(C)C)ccc2O[C@@H]1CN(C)C
3 | CC1C(=O)N2CCCc3cc(NC(=O)c4ccccc4Br)cc1c32 (configuration not stated)
-4 | CC(C)(C)c1ccc(C(=O)N2CCCC2c2cccs2)cc1 (configuration not stated)
12 | CCOC(=O)c1c(C)oc(NC(=O)CCl)c1C(=O)OCC
-45 | O=C(c1cnn2cccnc12)N1CCN(c2ccccc2)CC1

Random excerpt: 2 compounds from above, in no set order.
BL2 CD40 inh | compound
27 | Cc1nc(N)sc1-c1csc(N(C)c2ccc(O)cc2)n1
35 | O=C(c1cnc2ccc3ccccc3c2c1)c1cc(F)ccc1O

The listing continues.
BL2 CD40 inh | compound
5 | CCCNC(=O)N1[C@H](CO)[C@@H](c2ccc(C3=CCCC3)cc2)[C@H]1CNC(C)=O
12 | O=C(Cc1ccccc1)N1C[C@H]2[C@@H](c3ccccc31)[C@@H](CO)N2C(=O)C1CCCC1
5 | O=C1CN(C(=O)COC(=O)COc2ccc3c(c2)CCC3)c2ccccc2N1
7 | Cc1cnc(C(=O)N2CCN(S(=O)(=O)c3ccc4ccccc4c3)CC2)cn1
-64 | Cc1cc(NC(=O)c2cc3ncc(Br)cn3n2)no1
-19[25 µM] | C[C@H]1CN([C@@H](C)CO)C(=O)c2ccccc2-c2ccccc2CO[C@@H]1CN(C)C(=O)Nc1ccc2c(c1)OCO2
-1 | Nc1nc2n(c1C(=O)c1ccccc1)CCC2
-1 | CC(C)Cn1nc(C(=O)Nc2cccc(C(=O)NC3CC3)c2)c2ccccc2c1=O
-7[25 µM] | CO[C@H]1CC[C@H]2CCN(C)C(=O)[C@H](C)CN(C)C(=O)c3cc(C#N)ccc3OC[C@H]1O2
-2 | Cc1c(CC(=O)Nc2ccc(Cl)cc2)sc2ccc(Cl)cc12
4 | c1ccc(CN2CCC(Nc3nc(-c4ccccc4)nc4ccccc34)CC2)cc1
-59 | CCc1cccc2c(C(=O)COC(=O)c3nccnc3N)c[nH]c12
-1 | Cc1ccnc(NS(=O)(=O)c2ccc(NC(=O)CN3C(=O)c4ccccc4S3(=O)=O)cc2)n1
8[25 µM] | COc1ccc([C@@H]2CC=CC[C@@H](C)Oc3ccccc3C(=O)N(C)[C@H](C(C)C)C(=O)N2)c(OC)c1 (mixture of isomers)
-1 | CC(C)C[C@H](NC(=O)OC(C)(C)C)C(=O)N1CCC(C(=O)N[C@@H](Cc2ccccc2)C(=O)O)CC1
5 | O=C(CCCn1c(=O)[nH]c2cc(Cl)ccc2c1=O)NC1CCCCCCC1
5 | CCN(CC)CCNc1nc(-c2cccs2)c(CC(=O)O)s1
5 | CC(C)NS(=O)(=O)c1ccc(NC(=O)C(C)OC(=O)CCCOc2ccccc2)cc1 (configuration not stated)
8[25 µM] | CCCNC(=O)N1[C@H](CO)[C@H](c2ccccc2-c2ccc(OC)cc2)[C@@H]1C#N
5 | CCCCOC(=O)Nc1cc(OC)c(Cl)cc1OC
-65 | O=C(NCC1CCCO1)c1cc2c(s1)CCCC2 (configuration not stated)
10 | O=C(CC(=O)NCc1cccnc1)NCc1cccnc1
9 | CCCCN(C(=O)Cc1ccc(S(=O)(=O)N2CCOCC2)s1)c1ccccc1
-4[25 µM] | CO[C@@H]1CN(C)C(=O)c2cc(NC(=O)Nc3ccccc3F)ccc2OC[C@@H](C)N(C(=O)c2cnccn2)C[C@H]1C
8 | S=C(NC1CC1)N1CCc2ccccc2C1
6&-3 | N#Cc1cccc(-c2ccc(C3[C@@H]4CN(C(=O)c5cccnc5)C[C@H]3N4)cc2)c1 (some centres not stated)
-1 | COc1ccc(C(=O)Nc2ccc(NC(=O)c3ccco3)cc2)cc1
1 | CCN(C(=O)c1cc2ccccc2o1)C12CC3CC(CC(C3)C1)C2
-4 | O=C(COC(=O)COc1ccc(Cl)cc1)Nc1ccc(N2CCOCC2)cc1
27[25 µM] | N#C[C@H]1[C@H](c2ccccc2C2=CCCCC2)[C@@H](CO)N1C(=O)NC1CCCC1
9 | COc1ccc(C(CCc2cc(OC)c(OC)c(OC)c2)NC(C)=O)cc1 (configuration not stated)
2 | O=C(O)CCCC(=O)NS(=O)(=O)c1ccc(Cl)cc1
8 | CS(=O)(=O)c1ccc(C(=O)OCC(=O)NC(=O)Cc2ccccc2)cc1
6[25 µM] | Cc1noc(C)c1S(=O)(=O)N(C)C[C@@H]1OCc2cn(nn2)CCCC(=O)N([C@H](C)CO)C[C@H]1C
11 | O=C(Nc1cccc(NC(=O)c2ccco2)n1)c1ccco1
-25 | CC(C)N=C1NN=C(c2ccc(F)cc2)CS1
1 | CN(CCCN1CCOCC1)Cc1nc(-c2ccccc2)no1
-16 | O=C(c1ccc2nc(N3CCCCC3)sc2c1)N1CCN(c2ccccn2)CC1
-4[25 µM] | CCC(=O)N1CC(=O)N2[C@H](CO)[C@@H](c3ccc(C#CCC(C)C)cc3)[C@H]2C1
16 | Cc1ccc(NC(=O)C2CC(=O)N(c3ccc4c(c3)OCCO4)C2)nc1 (configuration not stated)
3 | Cn1ccc(NS(=O)(=O)c2cc(Br)ccc2Br)n1
-9 | CCOC(=O)C1=C(C)N(c2ccc(C)c(C)c2)C(=O)/C1=C\c1ccco1
7 | CCOc1ncccc1C(=O)NNC(=O)c1csc(N2CCOCC2)n1
1 | O=C1c2cccc3c([N+](=O)[O-])ccc(c23)C(=O)N1CCc1ccccn1
10 | CCCOc1ccc(C(=O)NCCO)cc1
3 | COc1ccc(S(=O)(=O)N2CCCC2CNC(=O)C(=O)NCc2ccc3c(c2)OCO3)cc1 (configuration not stated)
-22 | CN(C)S(=O)(=O)c1ccc(N2CCCC2)c(C(=O)Nc2nc3ccccc3s2)c1
4 | CC(=O)c1ccc(S(=O)(=O)NC2CC(=O)N(c3ccc(C)cc3)C2)cc1 (configuration not stated)
1 | CO[C@@H]1CN(C)C(=O)c2ccc(NC(=O)C3CCC3)cc2OC[C@H](C)N(C)C[C@@H]1C
17 | COc1ccc(S(=O)(=O)N2CCOc3ccccc32)cc1
9 | CC12CCC(=O)N1C(C(=O)Nc1cccc3ccccc13)CS2 (configuration not stated)
7 | COc1nnc(-c2ccc(N3CCCCC3)c(NC(C)=O)c2)c2ccccc12
16 | CC(C)CN(C(=O)COC(=O)C12CC3CC(CC(Cl)(C3)C1)C2)c1c(N)n(Cc2ccccc2)c(=O)[nH]c1=O
-9[25 µM] | Cc1noc(C)c1NC(=O)N[C@H]1C=C[C@H](CC(=O)Nc2ccc(-c3ccccc3)cc2)O[C@@H]1CO
14 | O=C(O)CC(CC(=O)N1CCN(C(=O)c2ccco2)CC1)c1ccccc1 (configuration not stated)
7 | COc1ccc(N2CCN(S(=O)(=O)c3ccc4c(c3)CCCC4)CC2)c([N+](=O)[O-])c1
-6 | COc1ccc(N2CCN(C(=O)COc3cccc4ccccc34)CC2)cc1
-17 | CCOC(=O)c1c[nH]c2c(Cl)c(Cl)ccc2c1=O
4[25 µM] | C[C@H](CO)N1C[C@H](C)[C@@H](CN(C)S(=O)(=O)c2cn(C)cn2)Oc2c(NC(=O)Nc3ccc(C(F)(F)F)cc3)cccc2C1=O
-6 | N#Cc1nc(COc2ccc(-c3ccccc3)cc2)oc1NCc1cccnc1
10 | COc1ccc(NC(=O)c2ccco2)c(NC(=O)Cc2cccs2)c1

Not all compounds are listed. The share of hits here may be higher or lower than overall.
